HTR2A ag: agonists of mouse serotonin 5-HT2A receptor (HTR2A); P35363; CHO-K1 mHTR2A beta-arrestin complementation, luminescence; percent of 30 µM serotonin response; activation, % at 7.6 µM; hit rate 0.66% among 360,000;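 active means activation above a run cutoff, the mean activation of all tested compounds plus 3 SD, cut at about 14% in these data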;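 further: 0% = plate median of compound wells and 100% = 30 µM serotonin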
Target sequence (P35363 whole entry, looked up): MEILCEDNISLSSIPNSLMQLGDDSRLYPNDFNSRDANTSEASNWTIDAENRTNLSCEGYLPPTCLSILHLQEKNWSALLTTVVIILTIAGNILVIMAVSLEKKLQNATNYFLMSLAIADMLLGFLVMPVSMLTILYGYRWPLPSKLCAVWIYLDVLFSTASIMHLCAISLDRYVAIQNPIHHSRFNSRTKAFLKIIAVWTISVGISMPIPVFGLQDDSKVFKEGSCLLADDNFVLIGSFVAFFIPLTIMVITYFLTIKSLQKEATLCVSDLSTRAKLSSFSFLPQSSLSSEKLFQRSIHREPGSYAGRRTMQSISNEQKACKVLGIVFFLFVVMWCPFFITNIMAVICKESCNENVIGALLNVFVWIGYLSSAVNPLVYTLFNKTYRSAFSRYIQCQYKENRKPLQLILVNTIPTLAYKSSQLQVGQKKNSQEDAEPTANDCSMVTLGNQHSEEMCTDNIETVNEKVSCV
ABHD5-PLIN5 inh: blocks binding of human ABHD5 to perilipin-5; Q00G26+Q8WTS1; Split G. princeps luciferase complementation, luminescence, 4 h; inhibition, % at 4 µM; hit rate 0.78% among 360,000; AID 602281;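 active means inhibition above the mean inhibition across every tested compound plus 3 SD, cut at about 22% in these data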;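 further: 0% = DMSO only wells and the 100% control is not disclosed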
aDG glyco act: alpha-DG glycosylation activation; Pro5-aDG cells, alpha-DG glycosylation AlphaScreen (IIH6); 0% Pro5, 100% B10-LARGE cell signal; activation, % at 10 µM; hit rate 0.22% among 360,000;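 active means activation of at least 8% versus controls, or a plate z-score of at least 8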;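 further: Pro5 are CHO cells carrying HIG-tagged alpha-DG that lacks glycosylation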
Granule exo inh: lytic granule exocytosis inhibition; TALL-104 LAMP-1 surface exposure, flow cytometry; cells stimulated with thapsigargin and PMA; inhibition, % at 10 µM; hit rate 0.66% among 360,000; AID 651702;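 active means inhibition above about 55%, limit read from the data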
MC4R antag cAMP: human MC4R antagonism in cAMP assay. P32245. MC4R-expressing cells, MTII-stimulated cAMP, LANCE TR-FRET. inhibition, % at 6.5 µM. hit rate 0.48% among 360,000. AID 540295;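 active means inhibition above its plate's cutoff, the mean of tested wells on that plate plus 3 SD, cut at about 29% in these data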;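 further: 0% = Melanotan II alone and 100% = Melanotan II plus saturating MCL0020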
Target sequence (P32245 whole entry, looked up): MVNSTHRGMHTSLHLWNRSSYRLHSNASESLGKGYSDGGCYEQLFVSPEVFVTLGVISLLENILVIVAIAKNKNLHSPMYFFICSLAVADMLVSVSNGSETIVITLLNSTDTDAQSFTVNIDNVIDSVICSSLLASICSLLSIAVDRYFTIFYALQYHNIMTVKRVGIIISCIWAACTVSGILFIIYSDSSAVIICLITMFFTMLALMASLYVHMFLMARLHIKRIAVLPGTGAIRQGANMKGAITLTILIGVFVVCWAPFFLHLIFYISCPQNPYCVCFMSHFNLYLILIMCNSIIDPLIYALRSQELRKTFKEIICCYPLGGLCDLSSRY
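material = U2OS cells stably expressing human melanocortin 4 receptor (MC4R) | also added = Melanotan II challenge | dosing = single nominal compound dose of 6.5 µM | detection = TR-FRET with Eu-cAMP and labeled anti-cAMP, 671 nm | replication = singlicate | timing = compound 30 min, challenge 1 h, detection 1 h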
MC4R barr agon: human MC4R agonism via beta-arrestin; activation, % at 8.9 µM; hit rate 0.98% among 360,000; U2OS MC4R beta-arrestin complementation, luminescence; percent of melanotan II response, DMSO zero; AID 540308; P32245;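 active means activation above a per-plate cutoff, the mean activation of sample wells on that plate plus 3 SD, cut at about 8% in these data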
ABCB6 inh MLPCN: blocks the human ABCB6 transporter; Q9NP58; fluorescence ratio to DMSO, % at 10 µM; K562-ABCB6 porphyrin accumulation, flow cytometry, 1 h; stronger effect = lower value; hit rate 0.19% among 360,000;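 active means fluorescence ratio to DMSO below 75%, the collection mean minus 3 SD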;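 further: signal is porphyrin accumulated inside mitochondria; 100% equals median channel fluorescence of DMSO control wells; lower ratio means ABCB6 inhibition with less porphyrin fluorescence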
Cardio protect: modulators protecting cardiomyocytes from myocardial damage; H9c2 cardiomyocytes, H2O2 injury protection, ATPLite, 2 h; protection from H2O2 cell death, % at 20 µM; hit rate 0.63% among 360,000; AID 588492;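 active means compounds giving at least 50% protection of heart cells from peroxide-induced death in the single-dose screen, raw or plate-pattern-corrected value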;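 further: 0% = DMSO wells with peroxide and 100% = DMSO wells without peroxide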
iPSC survival up: enhancers of human iPSC single-cell survival; hiPSC single-cell survival, ATPlite luminescence; 100% = ROCK inhibitor wells, 0% = DMSO; survival enhancement, % at 20 µM; hit rate 0.044% among 360,000; AID 602274; in the data active means survival enhancement above about 18%;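 further: cells exposed to compounds for 16 hours before the ATP read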
N-glyco inh: blocks N-linked glycosylation in D54 reporter cells | D54 ERlucT glycosylation luciferase reporter, 24 h; percent of 100 nM tunicamycin response | reporter increase, % at 12.5 µM | hit rate 0.23% among 360,000 | AID 588692;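 active means mean luciferase reporter signal, scaled so untreated is 0 and the glycosylation-blocking control 100, at or above a set limit in every replicate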;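 further: luciferase carries N-glycosylation sites so blocking glycosylation raises the light; 0% = median of neutral control wells and 100% = median of 100 nM tunicamycin wells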
Numbers without * were called inactive; . = not tested or not shown.

SMILES	HTR2A ag	ABHD5-PLIN5 inh	aDG glyco act	Granule exo inh	MC4R antag cAMP	MC4R barr agon	ABCB6 inh MLPCN	Cardio protect	iPSC survival up	N-glyco inh
Cc1c(NS(=O)(=O)c2cccc(C(=O)NCc3ccccc3)c2)c(=O)n(-c2ccccc2)n1C	-5	1	0.0	-2	-3	-1.2	100	9	0.7	2
O=c1c2ccccc2sn1-c1ccc(F)cc1	1	71*	0.6	8	14	-3.1	94	-26	-4.3	0
COc1ccc2c(ccc[n+]2CC(=O)c2ccc(C)cc2)c1	0	5	0.0	-3	-3	1.3	106	-3	-0.7	-1
Cc1ccccc1OCCN1C(=O)C(=O)c2cccc(C)c21	-1	-1	0.1	7	-7	-1.9	101	1	-2.0	2
Cc1nc(C(=O)Nc2ccccc2)sc1C1(C)CC(c2cccc([N+](=O)[O-])c2)=NO1 (stereo not drawn)	-3	-10	-0.5	1	4	-2.2	95	4	-1.7	-7
COC(=O)[C@]1(Cc2ccccc2)N[C@H](CN(C)C(=O)NC(C)C)[C@@H]2C(=O)N(Cc3ccccc3)C(=O)[C@@H]21	0	0	-0.4	1	-2	0.8	100	-6	0.3	1
OCCCN1CCN(CCOc2ccccc2-c2ccccc2)CC1	-1	9	0.1	0	3	-2.1	95	2	0.1	-1
CN(C(=O)c1ccc(Cl)cc1)C1CCS(=O)(=O)C1 (stereo not drawn)	-5	2	-0.1	4	-4	-0.4	92	10	-2.2	1
CC(C)(C)NC(=O)Nc1ccccc1C(N)=O	5	5	-0.2	1	1	0.6	97	-1	7.2	0
Cc1cc(C)c(S(=O)(=O)NCc2ccccn2)c(C)c1	-1	-6	0.2	-7	-1	1.6	95	2	-0.5	-2
COc1ccccc1Oc1ccc2c(c1)C(=O)N(c1ccc(C)cc1)C2=O	-5	-3	-0.5	4	2	-2.3	100	-1	1.1	1
CCn1c(/C=C2\C(=O)N(C)c3ccccc32)nc2ccccc2c1=O	0	5	0.1	-1	-6	-0.4	95	22	2.5	11
CCOC(=O)c1c(C)[nH]c(C(=O)OCC(=O)Nc2ccc(OC)c(Cl)c2)c1C	1	-4	0.3	-2	-3	0.5	94	-4	-0.9	0
COc1cccc(NC(=O)CCCCCn2nnc3ccccc3c2=O)c1	-7	-6	-0.1	2	19	2.0	97	7	0.1	0
Cc1ccc(C(C(=O)NCc2ccco2)N(C(=O)CNC(=O)c2cccs2)c2ccc(C)cc2C)cc1 (stereo not drawn)	0	-1	0.0	14	19	1.7	98	13	2.8	-3
CS(=O)(=O)C1=NSC2=NC(=O)/C(=C\c3cccn3-c3ccccc3Cl)C(=N)N21	4	8	-0.1	-11	23	4.7	105	6	0.3	0
O=[N+]([O-])c1cccc(S(=O)(=O)NCCc2ccccc2)c1	0	-6	0.0	-5	1	-1.4	96	-7	-0.6	-1
CCCCN(C(=O)c1cc(Cl)nc2ccccc12)c1c(N)n(CCCC)c(=O)[nH]c1=O	5	7	-0.2	12	3	-1.4	99	4	0.6	1
Cc1coc2c(C)c3oc(=O)c(CCC(=O)N[C@@H](C)C(=O)N[C@@H](Cc4ccccc4)C(=O)O)c(C)c3cc12	-1	-15	0.0	-4	4	-0.1	104	-4	-1.7	2
COc1cc(C(=O)Nc2cc(C(F)(F)F)ccc2N2CCOCC2)ccc1O	0	-3	-0.2	-2	10	-0.4	99	7	2.3	2

Two records picked at random from the list so far:
SMILES	HTR2A ag	ABHD5-PLIN5 inh	aDG glyco act	Granule exo inh	MC4R antag cAMP	MC4R barr agon	ABCB6 inh MLPCN	Cardio protect	iPSC survival up	N-glyco inh
CCCCN(C(=O)c1cc(Cl)nc2ccccc12)c1c(N)n(CCCC)c(=O)[nH]c1=O	5	7	-0.2	12	3	-1.4	99	4	0.6	1
Cc1cc(C)c(S(=O)(=O)NCc2ccccn2)c(C)c1	-1	-6	0.2	-7	-1	1.6	95	2	-0.5	-2

Following part
SMILES	HTR2A ag	ABHD5-PLIN5 inh	aDG glyco act	Granule exo inh	MC4R antag cAMP	MC4R barr agon	ABCB6 inh MLPCN	Cardio protect	iPSC survival up	N-glyco inh
Cc1cc(N)n(-c2cc(C)c3ccccc3n2)n1	4	-1	-0.6	1	8	-1.3	96	-30	-3.3	-6
Cc1cc(-c2nnc(SCC(=O)Nc3ccccc3F)n2N)n[nH]1	4	-10	-0.1	0	-1	-2.0	91	-2	0.1	-1
COc1ccc(C(=O)c2oc3ccc(Br)cc3c2NC(C)=O)cc1	-4	5	-0.3	-7	12	12*	99	-5	-0.8	1
O=C(NCCCn1ccnc1)c1cc2c(s1)CCCCC2	0	12	-0.1	0	4	-0.7	100	-1	-0.5	0
O=c1oc2ccc(Br)cc2cc1-c1nc2ccccc2o1	0	1	-0.1	3	4	-0.2	101	-9	-1.2	3
CC(C)CC1C(=O)N(Cc2cn(CC3CCCCC3)nn2)CCS(=O)(=O)N1Cc1ccc(-c2ccc(Cl)c(Cl)c2)cc1 (stereo not drawn)	4	6	0.2	1	-4	0.1	97	0	-2.1	-5
COc1ccc(OCCOCCN2CCN(C)CC2)cc1	1	-2	0.2	-3	7	-1.1	98	6	-0.4	2
Nc1cc(Oc2ccc(F)cc2F)cc([N+](=O)[O-])c1	1	-7	0.0	-2	11	-1.8	102	-6	-3.8	1
CCN(CC)S(=O)(=O)c1ccc(C)c(N=C=S)c1	0	-4	0.7	0	6	-0.2	98	-6	2.6	0
C[C@@H]1CN([C@H](C)CO)C(=O)CCCn2nncc2CO[C@@H]1CN(C)S(=O)(=O)c1ccc(-n2cccn2)cc1	-1	-2	0.0	-5	-5	-0.2	95	7	-0.5	-1
CCN(CC)c1ccc(N=C2C(=O)Nc3ccccc32)cc1	0	-9	0.1	-46	2	-0.8	101	-12	0.1	-4
Cc1c(NC(=O)COC(=O)c2cccn2C)c(=O)n(-c2ccccc2)n1C	0	3	0.0	15	-1	-1.3	103	-4	-1.5	0
CC(=O)c1cccc(NC(=O)c2ccc(N(Cc3ccccc3C)S(C)(=O)=O)cc2)c1	4	7	0.6	3	13	1.3	102	-2	-3.2	0
COc1ccc(CCNc2ncnc3sccc23)cc1OC	2	-5	5.7	0	2	-1.9	95	-21	-0.6	0
O=C(Cc1ccccc1[N+](=O)[O-])OCC(=O)N1CCN(c2ccccc2)CC1	14	-7	0.0	5	5	0.5	103	0	-0.3	0
COc1cccc(C(=O)Nc2cc(=O)n(C)c(=O)n2C)c1OC	-5	-8	-0.1	-1	24	-0.9	116	2	0.7	2
CC(C)(C)[C@@H]1CCC(=O)N(CC[C@H](Sc2ccccc2)c2ccccc2)CC1	-10	-1	-0.1	-1	10	-0.5	93	-14	2.7	-10
CC(C)(C)c1ccc(C(=O)O[C@H]2[C@H](Cc3ccccc3)NS(=O)(=O)[C@H]3C[C@@H]4C=C[C@]23O4)cc1	5	-16	0.3	1	7	0.7	98	-10	3.5	-4
O=C(CCN1C(=O)/C(=C/c2cccc(Br)c2)SC1=S)NNC(=O)c1cccnc1	8	1	-0.3	1	2	-1.0	99	-18	-1.6	2
COc1ccccc1N(CC(O)CN1CCCC1)S(=O)(=O)c1ccccc1 (stereo not drawn)	-17	1	0.0	34	-5	-0.8	87	-1	-0.6	-3
COc1ccc(CNC(=O)CN2CCC(NC(=O)c3ccccc3C)CC2)cc1	6	11	0.0	-15	12	1.9	97	0	-0.4	-1
Cc1nc(Nc2cccc(C(F)(F)F)c2)nc2c1C(=O)CC(C)C2 (stereo not drawn)	4	4	-0.1	-1	12	-0.5	96	8	-0.6	6
CCOC(=O)c1ccc(NC(=O)c2cccc(C)c2[N+](=O)[O-])cc1	-7	-4	0.9	-3	14	-2.6	106	-3	3.6	-2
O=C(NNC(=O)c1cccc2ccccc12)c1ccco1	3	-4	-0.1	-1	-1	-2.6	101	-2	5.3	1
NC(=O)NC(CC(=O)NCCc1ccc(S(N)(=O)=O)cc1)c1ccc(Cl)cc1 (stereo not drawn)	1	-2	-0.2	1	2	-1.0	104	7	0.5	0
COc1ccc([N+](=O)[O-])cc1NC(=O)CCCOc1ccccc1	-3	-1	0.0	2	10	-1.4	98	0	-0.8	1
CN1CCN(c2ccc(CNC(=O)c3ccc(-c4ccc(F)c(F)c4)c4ccoc34)cc2)CC1	-11	14	4.1	49	19	1.7	101	-9	1.9	-9
NC1=NC(=Nc2cccc(S(=O)(=O)N3CCOCC3)c2)c2ccccc21	-3	1	0.0	-4	17	-1.6	98	0	2.3	-2
CCOC(=O)c1cn(Cc2ccc(Br)cc2)nn1	2	-3	-0.1	2	8	-5.0	98	-2	4.0	-1
O=C(Oc1cccc2cccnc12)c1cccc([N+](=O)[O-])c1	1	5	0.1	-1	7	1.6	101	-4	1.3	2
CC(C)C[C@H]1CN([C@@H](Cc2ccccc2)CN2CCC[C@@H]2CN2C(=O)C(=O)NC[C@@H]2Cc2ccccc2)C(=O)C(=O)N1CCc1ccccc1	-3	12	-0.2	23	.	.	100	-3	2.0	1
Cc1ccc(S(=O)(=O)NCCNC(=O)N2CCOCC2)cc1	2	-1	-0.1	-1	11	-1.9	99	8	-0.5	0
Cc1sc(NC(=O)c2ccco2)c(C(c2ccncc2)N2CCOCC2)c1C (stereo not drawn)	-2	-7	-0.2	-1	1	-2.3	94	6	-2.5	-4
Cc1cc(=O)[nH]c(SCC2(O)C3CC4CC(C3)CC2C4)n1 (stereo not drawn)	2	1	-0.2	0	-7	1.3	88	3	3.9	-1
COc1cc(CC(=O)NCc2ccco2)cc(OC)c1OC	4	3	-0.1	-3	-3	0.7	104	0	0.9	1
O=C(CCc1ccccc1)n1nc(-c2ccccc2)nc1NCc1ccco1	-2	4	-0.2	0	33*	0.0	105	-6	13	1
O=C(Cc1c(F)cccc1Cl)NNC(=O)c1cccs1	10	6	0.1	1	-3	-0.6	102	8	-0.3	0
CNC(=O)N1c2ccccc2NC(=O)CC1C (stereo not drawn)	0	4	-0.2	-4	10	-2.5	99	3	1.7	3
Cc1cc(C)n2nc(C(=O)Nc3ccc(N4CCOCC4)cc3)nc2n1	2	-1	0.2	2	4	-0.8	92	9	0.9	-1
COc1ccc([C@@H]2CC(=O)[C@@H]3CN(S(=O)(=O)c4ccc(C)cc4)[C@H](c4cccc(Cl)c4)C[C@@H]3N2S(=O)(=O)c2ccccc2)cc1	1	1	0.4	2	.	.	100	1	-0.7	1
Cc1ccc(NC(=O)C(c2ccc(Cl)cc2Cl)N2CCCC2)cc1 (stereo not drawn)	-3	-6	0.3	-5	19	0.0	94	-5	-1.4	-7
C=CC[C@@H](CC(=O)N(CCO)Cc1ccccc1)C(=O)N[C@@H](COC(=O)[C@@H](CC=C)CC(=O)OC(C)(C)C)Cc1c[nH]c2ccccc12	-10	3	0.1	41	17	1.5	91	21	-1.6	-5
COc1cc2cc(CN(Cc3ccc4c(c3)OCO4)C(=O)c3ccco3)c(=O)[nH]c2cc1OC	3	10	-0.1	-2	-2	-1.1	103	7	0.2	2
Cc1ccccc1-c1cc2nc(NCCN3CCNC3=O)n(C)c(=O)c2s1	1	2	0.1	2	11	1.0	99	9	1.5	-2
COc1ccc(Cl)cc1C(=O)n1nc(C)cc1C	1	3	-0.2	-3	-5	-2.2	100	-1	-1.0	2
